TrxR1 substrate – substrates of rat thioredoxin reductase 1; O89049; purified TrxR1 substrate turnover, NADPH consumption readout; Potency, µM (highest dose often 114 µM), inactives show at the highest dose activity change, negative = substrate turnover; 0.01% of 390,000 active; further: potency means the concentration at half of the fitted maximal effect; on the % scale 0 is the no-effect control and ±100 the full control effect; nearly all actives have a fitted effect of over 50% in size
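Rat TrxR1, dispensed at 90 nM, was prereduced with 400 uM NADPH (final) for 5 min at ~22 deg C, then incubated with compound 15 min before 400 uM selenite. A first-read NADPH fluorescence drop versus no-compound background flagged substrates.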
D2 ag – activates the human D2 dopamine receptor | HEK293 T-REx D2 cells, calcium flux agonist mode | activation, % at 2 µM | 0.53% of 340,000 active;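 active means activation over 3 SD above normal in the single-dose calcium agonist read, cut at about 30% in these data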; further: 0% is about no effect
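In this primary screen, compounds producing a positive calcium signal within 180 s of addition to tetracycline-induced, force-coupled HEK293 Trex D2 cells are flagged; cells are dye-loaded with a no-wash calcium kit beforehand.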
TrxR1 inh – rat TrxR1 inhibition | O89049 | recombinant rTrxR1, NADPH fluorescence consumption, selenite substrate | Potency, µM (top dose mostly 114 µM), without a hit: top-dose activity change, negative = inhibition, hits mostly inhibitors | 1% of 390,000 active | AID 588453; further: potency means the concentration at half of the fitted maximal effect; on the % scale 0 is the no-effect control and ±100 the full control effect; nearly all actives have a fitted effect of over 65% in size
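Rat TrxR1 (90 nM in the dispensed reagent) was pre-reduced with 400 uM NADPH for 5 min at room temperature, then incubated with compound for 15 min. After 400 uM selenite was added, NADPH fluorescence (Ex 340/Em 450 nm) was followed for 8 min.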
PI4K2A inh – blocks human PI4K2A kinase activity; purified PI4K2A, ADP-Glo luminescence, 1 h; stronger effect = lower value; AID 1346378; 0.13% of 420,000 active; activity change, negative = inhibition, % at 76.9 µM; Q9BTU6; in the data active means activity change below about -50%; inconclusive means mostly about -30% to -49%;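 further: -100% = wells without enzyme as full effect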
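In this quantitative HTS, ADP production by PI4K2A was quantified luminescently after 1 h at ambient temperature; 100 microM adenosine served as plate-quality control.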
IDH1 R132H inh – blocks human mutant IDH1 R132H enzyme; O75874; IDH1-R132H enzyme, NADPH consumption, diaphorase/resazurin fluorescence; Potency, µM (highest dose often 76.6 µM), inactives show at the top dose activity change, negative = inhibition, hits mostly inhibitors; 0.093% of 390,000 active; AID 602179; further: potency means the concentration at half of the fitted maximal effect; on the % scale 0 is the no-effect control and ±100 the full control effect; nearly all actives have a fitted effect of over 65% in size
Target sequence (O75874 whole entry R132H, stated change not applied): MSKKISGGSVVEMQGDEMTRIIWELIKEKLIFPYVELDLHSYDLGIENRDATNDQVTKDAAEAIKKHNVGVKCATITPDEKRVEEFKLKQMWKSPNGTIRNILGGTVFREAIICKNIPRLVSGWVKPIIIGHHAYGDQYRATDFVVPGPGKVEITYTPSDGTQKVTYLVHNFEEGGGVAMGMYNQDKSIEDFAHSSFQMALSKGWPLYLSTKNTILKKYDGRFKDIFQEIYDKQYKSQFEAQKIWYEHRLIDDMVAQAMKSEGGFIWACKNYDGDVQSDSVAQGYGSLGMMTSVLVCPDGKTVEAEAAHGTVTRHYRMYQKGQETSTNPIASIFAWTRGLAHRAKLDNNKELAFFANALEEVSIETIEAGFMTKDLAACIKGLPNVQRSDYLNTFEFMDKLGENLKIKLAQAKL
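IDH1-R132H (0.5 ug/mL) preincubated 30 min with compound, then NADPH (0.016 mM) and alpha-KG (2 mM) added; 80 min at RT, pH 7.5. Remaining NADPH coupled via diaphorase/resazurin to fluorescence (540/590 nm); concentration-response curves normalized to no-enzyme control.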
D2 antagonist – antagonizes the human D2 dopamine receptor; P14416; HEK293 TREx D2 cells, calcium flux, dopamine EC80; inhibition, % at 10 µM; 2% of 340,000 active; AID 485344; in the data active means inhibition above about 30%; further: 0% is about no effect
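Compounds are added to dye-loaded, induced HEK293 T-REx cells coupled to calcium release via D2; after a 3 min kinetic read an EC80 dopamine stimulus is given and fluorescence is recorded for 3 more min.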
TRHR agonist – activates the human TRH receptor. P34981. TRHR cells, calcium flux fluo-8, FDSS agonist mode. activation, % at 2 µM. 0.18% of 360,000 active. AID 493084; in the data active means activation above about 30%; further: 0% is about no effect
Target sequence (P34981 whole entry, looked up): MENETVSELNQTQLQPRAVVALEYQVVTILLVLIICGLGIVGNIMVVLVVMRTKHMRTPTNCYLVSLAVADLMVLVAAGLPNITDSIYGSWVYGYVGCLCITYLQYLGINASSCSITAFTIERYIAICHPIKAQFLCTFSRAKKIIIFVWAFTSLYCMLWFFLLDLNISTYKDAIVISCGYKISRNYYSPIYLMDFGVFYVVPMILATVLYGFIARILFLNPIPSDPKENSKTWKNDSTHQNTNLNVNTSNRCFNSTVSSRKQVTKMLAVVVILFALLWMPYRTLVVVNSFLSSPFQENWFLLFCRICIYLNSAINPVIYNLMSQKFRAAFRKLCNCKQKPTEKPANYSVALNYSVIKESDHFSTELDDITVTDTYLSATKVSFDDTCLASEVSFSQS
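TRHR-expressing cells loaded with fluo-8 calcium dye; 23 nL library compound pin-transferred, kinetic FDSS fluorescence (Ex 480/Em 530) recorded about 180 s for agonist-induced calcium release, before a 10 nM TRH EC20 addition for potentiator mode.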
USP1-UAF1 inh – inhibitors of human USP1/UAF1 deubiquitinase | O94782 | AID 743255 | 0.23% of 390,000 active | Potency, µM (series often up to 57.1 µM), for the others: top-dose activity change, negative = inhibition, usual class: inhibitors | recombinant USP1/UAF1, Ub-Rhodamine cleavage fluorescence; further: potency means the concentration at half of the fitted maximal effect; on the % scale 0 is the no-effect control and ±100 the full control effect; nearly all actives have a fitted effect of over 60% in size; inactives centre near -12
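1 nM enzyme complex + cpd, 15 min RT; start with Ub-Rho 150nM final; kinetic fluorescence ex 480/em 540, 6 reads q60 s. Buffer 50mM HEPES pH 7.8, 0.5mM EDTA, 0.1 mg/ml BSA, 1mM TCEP, 0.01% Tween-20.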
TRHR PAM – allosteric enhancers of human TRH receptor. TRHR cells, fluo-8 calcium fluorescence, EC20 TRH enhancement. AID 493056. enhancement, % at 2 µM. 0.66% of 360,000 active. P34981; in the data active means enhancement above about 30%; further: 0% is about no effect
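Enhancer read-out: after compound pinning and an initial kinetic agonist-mode read, an EC20 of TRH (10 nM final) was injected and fluo-8 calcium signal (Ex 480/Em 530) followed at 1 s/cycle for 100 cycles in TRHR-expressing cells.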
Starred values were filed as active, the others as inactive; ? = inconclusive; . = not tested or not shown; [ ] = remark or other dose. Unless noted, the call rests on the fitted dose curve; in most records, active means well fitted inhibition curve with a large enough effect; inconclusive means small, poorly fitted or top-dose-only effect; inactive means no such curve, though single readings can be large or run the other way.

smiles	TrxR1 substrate	D2 ag	TrxR1 inh	PI4K2A inh	IDH1 R132H inh	D2 antagonist	TRHR agonist	USP1-UAF1 inh	TRHR PAM
Oc1ccccc1N1CCN(C(=S)NCc2ccccc2)CC1	-4%	-0.8	-1%	0	0%	2	0.4	-26%	-5
CCCCN1CC(=O)N2[C@H]3c4ccccc4OC[C@@H]3[C@H](c3ccccc3)[C@]2(C)C1=O	-6%	0.6	-4%[57.1 µM]	-1	-6%	13	0.3	-25%	-1
O=C(c1cc(-c2ccco2)on1)N1CCc2ccccc2C1	-8%	-1.5	32µM*	-12	-4%	-2	-0.3	0%	6
Cc1ccc(S(=O)(=O)NC(=O)NCCCN2CCOCC2)cc1	2%	0.0	18%	1	0%	9	-0.1	-13%	-2
CC(=O)NCC(c1cccs1)S(=O)(=O)c1ccc(F)cc1 (configuration not stated)	4%	0.6	3%	-2	0%	15	1.1	-15%	-7
Cc1c(NC(=O)CSc2nnc3c4ccccc4n(CCc4ccccc4)c3n2)c(=O)n(-c2ccccc2)n1C	-7%	14	-9%	-3	7%	5	-0.2	-8%	-15
N=c1c2c(n(Cc3ccc(Cl)cc3)c3c1CCC3)CCC2	5%[57.1 µM]	-0.1	21%[57.1 µM]	4	8%	-4	0.6	-1%	12
CC(C)(C)c1ccc(C(=O)NCC(=O)NCc2ccccn2)cc1	4%	-0.2	18%	0	8%	-6	0.4	-28%	19
O=C(CCCN=C1NS(=O)(=O)c2ccccc21)OCC(=O)N1CCc2ccccc21	-5%	-0.8	-4%	2	6%	7	0.0	-5%	-3
O=C(c1ccc(Cl)c(F)c1F)N1CCOCC1	7%[57.1 µM]	-1.4	31%[activator][57.1 µM]	-4	0%	-12	0.3	-8%	16
CC(=O)c1cccc(NC(=O)Cn2cc(C(=O)c3cccc(Cl)c3)c(=O)c3ccc(C)nc32)c1	1%	0.9	14%	-8	-6%	.	1.5	?	-5
COc1ccc(-c2cc(C(=O)NCc3ccc(C)cc3)c3cc(C(C)C)ccc3n2)cc1	12%[57.1 µM]	-0.4	18%[57.1 µM]	1	-14%	.	-0.1	-11%	5
CN(C)c1nc(N)nc(Cn2ccnc2)n1	-3%	0.1	-13%	6	1%	6	2.1	0%	-6
COc1ccc(C(C)NC(=S)NCc2ccc(F)cc2)cc1OC (configuration not stated)	-3%	-0.1	7%	-2	1%	4	-0.3	-3%	11
COc1ccc(NC(=O)c2sc3nc(N4CCCC4)c4c(c3c2N)CC(C)(C)OC4)c(OC)c1	15%	1.0	19%	2	0%	3	0.2	-13%	2
CCn1nc(NS(=O)(=O)c2ccc([N+](=O)[O-])cc2)c2cc3cccc(C)c3nc21	-17%	0.4	-5%	4	2%	-10	-0.5	-10%	7
COc1ccccc1CN(Cc1nc2ccccc2c(=O)[nH]1)S(=O)(=O)c1ccc2ccccc2c1	9%	0.3	35%	1	10%	9	-0.6	-11%	2
CC(C)c1nnc(NC(=O)CCc2ccccc2)s1	3%	0.2	12%	1	-7%	-3	-0.7	-11%	-15
COc1cc(C(=O)Nc2ccc(C)cc2)c2ccccc2n1	7%	-0.2	16%	6	0%	2	-0.3	-20%	-3
Cc1cccc(C(=O)Nc2ccccc2OCc2cc(=O)n3ccccc3n2)c1	9%[57.1 µM]	-1.5	19%[57.1 µM]	0	0%	.	0.2	-24%	-5
Cc1ccc(S(=O)(=O)N2CCCC2C(=O)Nc2cc(C)on2)cc1 (configuration not stated)	-1%	-0.2	10%	-2	-1%	-8	-0.1	2%	3
CC1CCN(C(=O)c2ccc(NS(=O)(=O)c3ccccc3)cc2)CC1	-2%	-0.6	-11%	2	9%	5	-0.9	-14%	44*
CN1CC(=O)N(CC(=O)Nc2ccc(Br)cc2F)C1=O	2%[57.1 µM]	0.1	23%[57.1 µM]	3	5%	3	-0.2	-1%	3
CC(C)=NOCC(=O)Nn1c(COc2c(C)cccc2C)nc2ccccc2c1=O	6%	2.8	19%	8	-3%	-11	1.1	?	-5
Cc1ccc(CN2C(=O)C(=O)c3cc(C)ccc32)cc1	9%	.	23%	14	12%	.	.	?	.
COc1cc(C(c2c(C)[nH][nH]c2=O)c2c(C)[nH][nH]c2=O)ccc1OC(=O)c1cccc([N+](=O)[O-])c1	-1%	-0.3	2%	-20	2%	2	-0.4	-5%	-5
COc1ccc(OC)c(S(=O)(=O)N/N=C\c2c[nH]c3ccccc23)c1	-8%	1.7	-11%	-3	-2%	9	0.3	4%	-7
CC(C)N1C(=O)CCC1C(=O)N1CCN(c2ccccn2)CC1 (configuration not stated)	14%	1.5	33%	-1	-4%	-9	0.5	9%	-1
CCn1c(=O)cc(OCC(=O)Nc2ccccc2N2CCN(C)CC2)c2ccccc21	3%[57.1 µM]	-0.6	6%[57.1 µM]	-4	18%	-4	0.1	-7%	-2
O=C(COc1ccc(Br)cc1)N/N=C1/SCC(=O)N1Cc1ccco1	5%[57.1 µM]	-1.2	10%[57.1 µM]	3	-8%	-15	-0.7	-11%	5
CC1(C)CC(=O)C(C(C2=C(O)CC(C)(C)CC2=O)c2ccc([N+](=O)[O-])cc2)C(=O)C1 (configuration not stated)	-8%	-0.1	?	0	5%	33*	-0.9	-7%	-1
Cc1cc(N2CCCC2)nc2ccc(NC(=S)NCCCN3CCC(C)CC3)cc12	11%[57.1 µM]	0.3	-10%[57.1 µM]	-1	0%	1	0.5	-13%	2
Cc1ccc(C(=O)C(NC(=O)c2ccco2)N2CCOCC2)cc1 (configuration not stated)	3%[57.1 µM]	-2.1	?	7	-6%	-11	0.2	-9%	4
O=C(CSc1oc(-c2ccccc2)nc1S(=O)(=O)c1ccc(Br)cc1)c1ccccc1	0%	1.3	3%	-1	3%	.	0.7	-3%	1
COc1cccc(C=Nc2ccc(C)c(F)c2)c1O	-5%	0.0	-4%	-2	6%	-2	0.5	-8%	5
CC(=O)Oc1ccc(Cl)cc1/C=C/c1cc(OC(C)=O)c2ccccc2n1	.	-1.8	.	.	.	-8	-1.4	.	0
CSc1ccc(C(=O)N2CCC(CCC(=O)NCc3ccc(F)cc3)CC2)cc1	3%	0.4	21%	2	4%	10	1.0	-26%	8
CCCc1sc(C(=O)Nc2nnc(C3CC3)s2)cc1CC	5%[57.1 µM]	0.2	12%[57.1 µM]	-1	9%	-26	0.1	-17%	-5
COCCN(C(=O)c1snc(C(N)=O)c1N)C(C(=O)NC1CCCCC1)c1ccc(N(C)C)cc1 (configuration not stated)	2%	-1.6	24%	-1	1%	-8	-0.7	-10%	-3
CCOc1cccc(Oc2ccc(C(F)(F)F)cn2)c1	-3%[57.1 µM]	0.4	3%[57.1 µM]	8	5%	1	-0.3	-12%	-4
Cc1nc2c(C(=O)NCCC3=CCCCC3)c[nH]n2c(=O)c1Cl	9%	-0.7	-3%	3	11%	-1	0.0	-7%	-1
COc1ccc(OCC(=O)NC2CC(=O)N(c3cccc(OC)c3)C2)cc1 (configuration not stated)	-20%[57.1 µM]	-0.9	-18%[57.1 µM]	3	16%	.	-0.1	-15%	-5
CN(c1ccccc1)S(=O)(=O)c1cccc(C(=O)N2CCCCCC2)c1	-5%[57.1 µM]	-1.1	21%	-4	5%	-7	-0.2	-6%	-6
COc1ccccc1NC(=O)NCc1ccc(C)n1C	2%	0.2	?	-3	1%	6	0.3	-20%	-3
Cc1c(C)n2c(SCC(=O)N3CCCC3)nnc2[nH]c1=O	15%[57.1 µM]	0.4	7%	1	-1%	-21	-0.2	-19%	1
Cc1cc(=O)oc2c(CN3CCC(C)CC3)c(O)c(Cl)cc12	.	2.7	?	4	-2%	-17	0.2	-3%	-6
O=C(COC(=O)C12CC3CC(CC(Cl)(C3)C1)C2)Nc1ccc2[nH]c(=O)[nH]c2c1	4%	0.4	16%	0	6%	-41	0.8	-21%	2
Cc1ccc(S(=O)(=O)N2CCOC23CCN(C(=O)c2ccc(Cl)cc2Cl)CC3)cc1	2%	-0.3	24%	4	-4%	-4	1.2	-18%	32*
COc1ccc(OCCN2CCN(C(=O)c3ccc(OC(F)F)c(OC)c3)CC2)cc1	-9%	11	-5%	-5	0%	-4	-0.1	-16%	6
O=C(Cc1ccccc1)Nc1ccccc1C(=O)Nc1ccc(C(=O)O)cc1	2%[57.1 µM]	0.0	15%[57.1 µM]	-24	-2%	-1	0.1	-7%	1

Following part.
smiles	TrxR1 substrate	D2 ag	TrxR1 inh	PI4K2A inh	IDH1 R132H inh	D2 antagonist	TRHR agonist	USP1-UAF1 inh	TRHR PAM
CC(=O)Nc1nonc1-c1nnc(SCC(=O)N(C)c2ccccc2)n1C	0%	-1.8	11%	2	-2%	.	-0.5	9%	1
CN1CCN(c2nnc(-c3ccc(Cl)cc3)c3ccccc23)CC1	5%	-1.3	32%	-2	-1%	1	-0.5	-11%	-1
CCN1C(=O)NC(c2ccccc2)(c2ccccc2)C1=O	3%	.	29%	9	1%	.	.	-13%	.
O=C1N(c2ccccc2C(F)(F)F)OC1(Cc1ccccc1)c1ccccc1 (configuration not stated)	-3%	1.1	18%	-4	3%	12	-0.2	-28%	-1

An excerpt of these results, with two lines to a compound:
Below each compound – TrxR1 substrate, D2 ag, TrxR1 inh, PI4K2A inh, IDH1 R132H inh, D2 antagonist, TRHR agonist, USP1-UAF1 inh, TRHR PAM
CN1CCN(c2nnc(-c3ccc(Cl)cc3)c3ccccc23)CC1
    5%, -1.3, 32%, -2, -1%, 1, -0.5, -11%, -1
CCN1C(=O)NC(c2ccccc2)(c2ccccc2)C1=O
    3%, ., 29%, 9, 1%, ., ., -13%, .
O=C1N(c2ccccc2C(F)(F)F)OC1(Cc1ccccc1)c1ccccc1 (configuration not stated)
    -3%, 1.1, 18%, -4, 3%, 12, -0.2, -28%, -1

Screening data: PubChem BioAssay, National Center for Advancing Translational Sciences (NCATS)
